# Screens from PubChem.
# VHR inh abs: VHR1 phosphatase inhibitors, primary screen, biochemical, absorbance, uHTS; Dual specificity protein phosphatase 3 (Homo sapiens), P51452; recombinant VHR phosphatase, pNPP absorbance; inhibition, % at 13.3 µM; 290,000 tested, 0.52% active; AID 1654, 2009; in the data active = inhibition above about 50%; note: some compounds called inactive have numbers as strong as hits
# Target sequence (P51452 whole entry, looked up): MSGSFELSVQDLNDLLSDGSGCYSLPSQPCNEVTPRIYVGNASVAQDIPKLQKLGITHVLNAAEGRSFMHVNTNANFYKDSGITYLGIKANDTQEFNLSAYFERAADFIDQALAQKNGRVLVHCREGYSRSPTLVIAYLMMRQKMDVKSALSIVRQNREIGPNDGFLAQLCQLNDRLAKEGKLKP
# TcdB inh: TcdB glycohydrolase inhibitors, primary screen, biochemical, single point, plate reader; inhibition, % at 9.99 µM; 350,000 tested, 0.24% active; AID 652162, 2013; TcdB glycohydrolase enzymatic assay; in the data active = inhibition above about 10%
# PfHsp40 yeast: rescue of yeast from PfHsp40 toxicity, primary screen, S. cerevisiae, ATP luminescence; S. cerevisiae expressing PfHsp40, growth rescue; growth rescue, % at 12.5 µM; 340,000 tested, 0.68% active; in the data active = growth rescue above about 28%, passing the limit was not always enough; inconclusive = no clear call, values can overlap the other calls;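 note: yeast W303a lacking pdr1 and pdr3 grown in galactose medium; growth measured after three days at 30 °C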
# SSB-PriA inh: inhibitors of Klebsiella pneumoniae PriA binding to SSB C-terminal tail, primary screen, biochemical, AlphaScreen. PriA–SSB C-terminal tail interaction (Klebsiella pneumoniae). AlphaScreen SSBct-PriA binding, biotinylated peptide. inhibition, % at 33 µM. 430,000 tested, 0.6% active. AID 1272365, 2023; in the data active = inhibition mostly above about 37%, no sharp cut-off; inactive = mostly below about 20%;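 note: plate controls were negative control peptide for no effect and reference peptide for full effect; strong numbers were not always called active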
# Anthrax LF prot: Bacillus anthracis LF protease inhibitors, primary screen, biochemical, multiplex microsphere, MLPCN library | 360,000 tested, 0.12% active | AID 588501, 2011 | Lethal factor (Bacillus anthracis), P15917 | inhibition, % at 10 µM | multiplex microsphere protease cleavage assay; in the data active = inhibition above about 30%; inconclusive = no clear call, values can overlap the other calls; note: plate controls were buffer without enzyme for full effect and enzyme alone for no effect
# 3CLpro inhibitor: SARS-CoV 3CLpro protease inhibitors, primary screen, biochemical, quenched FRET | Replicase polyprotein 1ab (Severe acute respiratory syndrome coronavirus), P0C6X7 | 290,000 tested, 0.14% active | AID 1706, 2009 | recombinant SARS-CoV 3CLpro, quenched FRET peptide cleavage | inhibition, % at 6 µM; in the data active = inhibition above about 12%
# Y pestis TopoI: Yersinia pestis topoisomerase I inhibitors, primary screen, biochemical, cleavage product accumulation, plate reader, single point. 360,000 tested, 0.064% active. AID 504884, 2011. Y. pestis Topo-I cleavage product accumulation. activity, % at 10 µM. DNA topoisomerase I (Yersinia pestis CO92); in the data active = activity above about 50%, passing the limit was not always enough; inconclusive = no clear call, values can overlap the other calls; note: inactives centre near 2
# MazEF act: activators of E. coli MazEF toxin-antitoxin RNase, primary screen, biochemical, fluorescence, uHTS; activation, % at 20 µM; 350,000 tested, 0.32% active; FAM/BHQ RNA-DNA oligo cleavage fluorescence, 5 h; in the data active = activation above about 50%
# Target sequence (P0AE70 whole entry, looked up): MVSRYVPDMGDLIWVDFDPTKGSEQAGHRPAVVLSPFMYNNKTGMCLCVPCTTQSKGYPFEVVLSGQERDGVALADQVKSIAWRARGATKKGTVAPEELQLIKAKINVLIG
# Rv3671c protease: Rv3671c serine protease inhibitors, primary screen, biochemical, fluorescence polarization, M. tuberculosis H37Rv; P9WHR9; inhibition, % at 5.96 µM; 320,000 tested, 0.048% active; AID 2606, 2010; in the data active = inhibition above about 38%;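 note: extracellular domain of Rv3671c used as enzyme; 0% = enzyme with DMSO and 100% = no enzyme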
# Target sequence (P9WHR9 whole entry, looked up, the tested form may be a part): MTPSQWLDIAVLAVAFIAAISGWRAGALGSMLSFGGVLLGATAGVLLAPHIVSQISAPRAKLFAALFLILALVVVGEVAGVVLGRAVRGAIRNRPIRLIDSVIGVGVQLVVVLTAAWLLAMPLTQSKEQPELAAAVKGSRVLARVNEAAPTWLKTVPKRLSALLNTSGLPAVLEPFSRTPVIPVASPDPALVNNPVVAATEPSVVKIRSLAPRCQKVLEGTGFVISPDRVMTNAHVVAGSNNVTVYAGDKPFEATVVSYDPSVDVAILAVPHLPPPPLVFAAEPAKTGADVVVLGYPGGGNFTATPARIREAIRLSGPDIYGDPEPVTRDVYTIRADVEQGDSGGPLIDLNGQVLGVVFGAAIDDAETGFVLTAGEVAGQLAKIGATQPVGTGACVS
# BH1578 lux ind: inducers of Vibrio cholerae quorum light production without autoinducers, primary screen, BH1578 luxS cqsA deficient, single point. activation, % at 18.7 µM. 350,000 tested, 0.16% active. V. cholerae BH1578 lux reporter, luminescence, 6 h; in the data active = activation mostly above about 9.7%, no sharp cut-off; inconclusive = no clear call, values can overlap the other calls; inactive = mostly below about 3.7%; note: not every result past the cut was called active; inactives centre near 0; reference of the scale not given here
# Active calls of the source: *; i = inactive; ? = inconclusive; / = no result given.
SMILES,VHR inh abs,TcdB inh,PfHsp40 yeast,SSB-PriA inh,Anthrax LF prot,3CLpro inhibitor,Y pestis TopoI,MazEF act,Rv3671c protease,BH1578 lux ind
CC(OC(=O)c1ccco1)C(=O)NC1CCCC1 (stereo unspecified),8.5,0.2,0.2,-8.2,-3.3,-0.3,4.7,9.3,-11.1,i
CC1(NC(=O)CCNC(=O)c2ccc(C(C)(C)C)cc2)CCS(=O)(=O)C1 (stereo unspecified),/,0.9,-1.9,3.6,-5.8,/,1.3,3.1,6.2,-0.3
CCOc1ccc(-n2c(O)c(C=Nc3ccc(N(CC)CC)cc3)c(=O)[nH]c2=O)cc1,8.2,/,-0.3,0.8,-6.1,7.0,-8.5,-95.9,-11.1,-0.4
CCN(Cc1cc2cc(C)ccc2[nH]c1=O)C(=O)c1cccc(OC)c1,24.4,/,1.3,0.1,-1.6,-0.7,-3.8,10.5,2.2,i
COc1cc(C(=O)Oc2ccc(C(=S)N3CCOCC3)cc2)cc(OC)c1OC,-3.2,1.8,-0.3,-5.1,1.9,0.5,6.7,2.4,3.3,1.0
Cn1nccc1C(=O)N1CCN(c2ccccc2F)CC1,-17.4,1.0,2.6,5.1,4.4,-1.9,-2.2,-2.2,2.4,-0.4
Cn1nnnc1SCC(=O)NCc1ccc2c(c1)OCO2,8.5,0.9,-0.7,-7.4,-1.9,-1.5,1.0,0.8,0.1,i
Cc1c(S(=O)(=O)Nc2ccc(Br)cc2)c(=O)n(C)c(=O)n1C,5.5,0.9,0.4,-2.7,1.2,-4.7,7.3,10.3,4.6,-0.8
CCCCNC(=O)N1CCCN(c2ccc(C#N)cn2)CC1,34.2,1.2,17.0,4.5,1.3,4.2,3.6,0.3,-4.2,-0.5
Cc1cc(C(=O)O)n(C(C)(C)C)n1,9.6,1.4,0.6,-11.4,-9.9,3.1,-4.5,9.1,2.5,i
CC1CCC2(CC1)NC(=O)N(CC(=O)NCc1ccc3c(c1)OCO3)C2=O (stereo unspecified),18.8,0.1,-0.1,-2.6,2.8,-3.3,-0.1,3.3,1.4,-0.2
CCOC(=O)c1ccc(NC(=O)CSc2nnc(C3CC3)n2CC)cc1,24.7,/,2.9,-13.2,0.5,2.0,0.4,-1.3,-0.5,/
COc1ccc(CNC(=O)c2cnccn2)cc1,22.9,/,-0.2,-1.7,1.2,0.2,7.2,-2.6,4.7,2.1
COc1ccc(C(C(=O)NCc2ccccc2)N(Cc2ccc3c(c2)OCO3)C(=O)c2cnccn2)cc1 (stereo unspecified),4.5,/,-0.7,9.5,0.2,2.0,6.7,0.7,8.3,-4.2
O=C(Cn1ncc2c1-c1ccccc1OC2)Nc1cccc(Cl)c1,21.1,1.1,-0.6,-4.5,5.0,-3.7,8.1,1.6,-21.8,-0.2
O=C(NN1C(=O)C2C3C=CC(O3)C2C1=O)c1ccncc1 (stereo unspecified),-2.8,0.5,0.3,-7.1,-0.3,-8.2,-3.6,5.1,5.1,1.7
COC(=O)c1ccc2c(=O)n(CCN3CCOCC3)c(SCC(=O)Nc3ccc(C)cc3)nc2c1,2.3,0.8,0.6,-12.4,-4.6,1.2,-8.3,0.8,8.7,-1.0
C/C(=N\NC(=O)c1ccc(NS(=O)(=O)c2cccs2)cc1)c1ccc2ccccc2c1,-1.5,/,-0.4,/,-1.1,2.5,-1.6,0.3,1.7,-0.2
O=C(O)CC(C(=O)O)c1ccc(OCCCCOc2ccc(C(CC(=O)O)C(=O)O)cc2)cc1 (stereo unspecified),6.4,0.2,-0.9,2.8,-6.3,0.0,7.5,6.3,-2.7,-0.3
Cc1ccc(OCC(=O)Nc2ccc(S(=O)(=O)Nc3ccccn3)cc2)cc1,29.7,-0.6,0.2,-0.3,2.7,4.1,-11.6,-9.6,-6.6,0.5
COc1cc(CNC(=O)c2cnccn2)cc(OC)c1,/,-1.5,-0.6,-4.0,-5.2,/,-5.8,8.5,/,i
COc1cc2c(C(=O)NCc3ccccn3)cn(C)c(=O)c2cc1OC,25.6,/,-1.8,-11.7,0.7,-1.6,11.8,11.7,-2.6,-0.6
Cc1cc(N2CCCCCC2)nc2ccccc12,3.6,/,0.2,-30.1,-0.8,5.8,8.5,3.5,-6.2,i
CCOC(=O)C/C(N)=N/NC(=O)c1ccc(Cl)cc1Cl,34.7,0.0,1.5,/,2.2,-4.6,2.3,-1.3,6.2,-1.4
CC(C)(C)NC(=O)CSc1nncn1NCc1cccc2ccccc12,39.7,/,-0.6,-14.2,-4.9,-2.9,10.4,-2.7,8.2,-0.2
N#CC1(Nc2ccc(-c3ccc(Cl)cc3)cc2)CCCC1,/,1.6,2.5,5.7,4.4,/,-1.3,-18.2,/,-0.8
COc1ccc(CNCCc2ccc3c(c2)OCO3)c(OC)c1OC,23.6,1.8,0.1,-6.4,9.9,5.0,5.0,-1.6,-1.6,i
O=C(CCCCCl)Nc1c2c(nc3ccccc13)CCC2,28.4,-1.7,-0.9,-7.2,10.0,-8.7,-5.9,6.1,-5.8,i
C=CCN(c1ccc(C(=O)NCCSc2ccccc2)cc1)S(C)(=O)=O,21.9,-0.7,0.9,-3.2,-21.9,-2.9,9.2,0.3,-12.5,-0.3
O/N=C/c1cn(-c2ccccc2)nn1,2.2,-0.9,0.7,/,3.0,2.6,-6.0,3.4,-9.3,i
CCOC(=O)N1CCC(N2C(=O)c3ccc(C(=O)NCc4ccc(F)cc4)cc3C2=O)CC1,-5.4,-0.2,0.3,-8.3,-6.4,1.6,6.3,4.2,-3.9,-0.2
Cc1ccc(-n2c(N)c(C(=O)N3CCCCC3)sc2=S)cc1,12.5,/,0.9,8.5,/,-2.9,11.9,2.0,-5.9,-0.2
CCN(CC)C(=O)C1CCCN(Cc2cccc(Cl)c2)C1 (stereo unspecified),/,-0.5,/,/,-8.7,/,5.2,/,/,i
CC(/C=C/c1ccccc1)=N/NC(=O)CCC(=O)Nc1ccccc1C,10.3,/,-1.0,/,-2.4,-1.4,2.4,0.0,4.8,-0.3
Cc1ccccc1C(=O)Nc1ccnn1C1CCN(CC2CC=CCC2)CC1 (stereo unspecified),-0.2,0.4,-1.4,-8.1,4.2,0.1,5.1,-1.3,/,-0.3
COc1ccc(NC(=O)c2cccc(N3C(=O)c4cccc([N+](=O)[O-])c4C3=O)c2)cc1,6.5,1.1,0.5,-3.4,-3.8,-0.1,5.8,-2.6,4.6,-3.6
Cc1ccc(NC(=O)CN(C)CC(=O)Nc2ccc(F)c(Cl)c2)cc1,20.6,2.1,2.6,5.6,-5.1,0.1,-10.8,3.6,-1.2,2.0
CCCCN1C(=O)C(O)(CC(=O)c2c(C)n[nH]c2C)c2cc(Br)ccc21 (stereo unspecified),17.4,/,-0.5,-6.1,-12.0,-1.5,11.3,4.6,-2.5,-0.3
Cc1ccc(NC(=O)N2CCC(C(=O)c3ccc(F)cc3)CC2)cc1,40.7,0.1,-0.3,8.6,-4.9,0.7,-10.6,5.2,-6.8,-0.3
CC(C)CCN(C(=O)CCSc1ccc(F)cc1)c1c(N)n(Cc2ccccc2)c(=O)[nH]c1=O,/,-0.7,-1.1,-8.5,?,/,10.6,-2.4,0.4,i
CCCN(CCC)CCNC(=O)C1CCN(S(=O)(=O)c2cccc3nsnc23)CC1,3.9,-0.5,-1.5,-3.0,1.6,6.3,-6.5,-1.7,6.9,-1.0
O=C(Nc1cccc(C(F)(F)F)c1)c1cccnc1NCCc1ccccc1,-10.1,/,389.2*,-65.0,-1.6,-1.8,-35.2,-3.1,-57.9,-0.1
O=C(Cc1ccc(Br)cc1)NCc1ccccc1,12.7,0.8,-1.4,-11.4,-13.0,4.9,1.8,4.5,3.6,i
Cc1nnc(NC(=O)C2CCN(c3nnnn3-c3ccccc3)CC2)s1,10.3,-2.5,1.4,-26.1,-4.4,1.3,0.1,2.5,1.1,i
COc1ccc2c(c1)C(=O)C(=O)N2CCS(=O)(=O)c1ccccc1,16.6,-0.1,0.0,-2.9,3.6,7.2,-0.9,3.6,-0.1,i
COc1cccc(CN2CCN(Cc3ccco3)CC2)c1,-7.6,0.4,0.7,-1.4,-13.0,-3.5,2.0,-2.0,1.8,i
NC(N)=NCCCc1cn(CC(=O)N2CCNCC2)nn1,-14.9,0.7,0.0,-2.6,-9.8,2.0,5.9,4.3,-2.6,-0.5
O=C1CCC(C(=O)N2CCN(c3ccc(F)cc3)CC2)CN1CC1CCCCC1 (stereo unspecified),12.8,1.8,1.6,0.9,-1.6,-7.2,10.2,3.3,-1.4,-0.3
CC(=O)NC1C(=O)N(CCN2CCOCC2)c2ccc(C)cc21 (stereo unspecified),19.7,/,-2.8,-8.6,-10.5,53.7*,3.8,6.9,17.4,2.2
CC(C)(C)NC(=O)C12CC3CC(CC(Cl)(C3)C1)C2,1.1,-1.6,0.1,2.6,-0.9,1.9,-2.0,-1.5,-0.2,-0.3
C(=N\Nc1ccccc1)/c1ccc(N2CCOCC2)cc1,25.5,/,1.2,/,-10.9,-1.1,-9.9,2.5,13.5,i
CCOc1ccc(Cc2c(Cl)nc(N)nc2Cl)cc1,-0.1,/,0.3,-5.9,-0.5,-1.6,-2.6,-5.7,-7.7,i
CCOc1cnn(-c2ccccc2)c(=O)c1Cl,14.1,0.2,0.1,-3.4,1.5,-0.8,-7.1,-8.0,3.7,i
CN(CCN1CCOCC1)C(=O)CC1C(=O)NCCN1Cc1ccccc1C(F)(F)F (stereo unspecified),35.8,19.1*,-1.7,-7.3,-1.8,-4.8,-5.1,-18.1,-9.8,-0.2
CN1CCN(CCCNC(=O)CCc2nnc3n(Cc4ccccc4Cl)c(=O)c4ccccc4n23)CC1,-5.0,1.0,-1.2,0.8,0.7,5.2,-5.7,6.4,-10.8,11.8
Cc1ccccc1-c1nnn(C/C(N)=N/O)n1,14.7,0.5,-0.2,/,-1.4,-0.8,13.1,13.3,9.0,-3.3
Cc1ccc(-c2nnn(CC(=O)N(Cc3cccs3)C(C(=O)NC(C)(C)C)c3ccc(C)o3)n2)o1 (stereo unspecified),2.6,/,-1.0,-8.2,-3.5,-0.2,33.7,2.4,2.0,1.3

# Some of these compounds in order of length of the SMILES, falling.
SMILES,VHR inh abs,TcdB inh,PfHsp40 yeast,SSB-PriA inh,Anthrax LF prot,3CLpro inhibitor,Y pestis TopoI,MazEF act,Rv3671c protease,BH1578 lux ind
COc1ccc(C(C(=O)NCc2ccccc2)N(Cc2ccc3c(c2)OCO3)C(=O)c2cnccn2)cc1 (stereo unspecified),4.5,/,-0.7,9.5,0.2,2.0,6.7,0.7,8.3,-4.2
CN1CCN(CCCNC(=O)CCc2nnc3n(Cc4ccccc4Cl)c(=O)c4ccccc4n23)CC1,-5.0,1.0,-1.2,0.8,0.7,5.2,-5.7,6.4,-10.8,11.8
Cc1ccccc1C(=O)Nc1ccnn1C1CCN(CC2CC=CCC2)CC1 (stereo unspecified),-0.2,0.4,-1.4,-8.1,4.2,0.1,5.1,-1.3,/,-0.3
Cc1ccc(-n2c(N)c(C(=O)N3CCCCC3)sc2=S)cc1,12.5,/,0.9,8.5,/,-2.9,11.9,2.0,-5.9,-0.2

# The list is partial; count on the stated rates, not on these rows.
